# HIV fusion peptide: cell-free HIV fusion peptide-binding blockers – biochemical, uHTS, fluorescence dequenching, primary screen (AID 1986); cell-free peptide binding, fluorescence dequenching, 30 min; higher % means a stronger effect; 0.3% of 290,000 active; inhibition, % at 20 µM; hits with a dose series show IC50 in µM; in the data active = inhibition mostly above about 52%, no sharp cut-off; inactive = mostly below about 76%; note: some results filed as inactive read as strong as hits
# GPR35 antagonists: GPR35 antagonists blocking zaprinast-driven arrestin recruitment, primary screen, imaging, U2OS, beta-arrestin-GFP, zaprinast agonist (AID 2058); U2OS GPR35 beta-arrestin-GFP translocation imaging, zaprinast antagonism; higher % means a stronger effect; inhibition, % at 10 µM; hits with a dose series show IC50 in µM; 0.052% of 290,000 active;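 active = inhibition of at least 50% with at least 30 cells and total cytoplasm GFP at most 10,000,000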
# SIAH1 antagonists: Siah-1 peptide-binding antagonists, primary screen, biochemical, fluorescence polarization, rhodamine-plectin, uHTS (AID 1817). Siah-1 / rhodamine-plectin peptide fluorescence polarization; higher % means a stronger effect. displacement, % at 20 µM, or IC50 in µM where a hit was titrated. 0.02% of 290,000 active;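 active = displacement of at least 50% at 20 µM, with a fluorescence ratio check between 0.3 and a set limit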;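 note: plate controls were Siah plus tracer with DMSO for no effect and tracer alone without Siah for full effect; strong numbers were not always called active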
# NS5 inhibitors: Dengue-2 NS5 methyltransferase inhibitors, primary screen, biochemical, confirmation dose response (AID 588689); 0.3% of 340,000 active; inhibition, % at 25 µM; hits with a dose series show IC50 in µM; Dengue-2 NS5 methyltransferase capping enzyme assay, biochemical; higher % means a stronger effect; in the data active = a potency from the dose series
# UTI89 phage lysis: inhibition of K1F phage lysis, E. coli UTI89, bacterial capsule biogenesis inhibitors, alamar blue (AID 488966); E. coli UTI89 K1F phage lysis, alamar blue, 2 h; higher % means a stronger effect; 0.02% of 340,000 active; inhibition, % at 100 µM; hits with a dose series show IC50 in µM;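 active = phage lysis inhibition, versus mean bacterial control, above a set limit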;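 note: capsule biogenesis inhibitors block K1F phage lysis so surviving cells raise fluorescence; higher fluorescence means more inhibition of phage lysis; actives were called in the ten point dose series up to 300 µM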
# AID2073: inhibitors of Mint1-CaV2.2 protein interaction, biochemical, HTRF (AID 2073); HTRF protein-protein interaction, Mint1-CaV2.2; higher % means a stronger effect; inhibition, % at 20 µM; hits with a dose series show IC50 in µM; 0.19% of 290,000 active; in the data active = inhibition mostly above about 51%, no sharp cut-off; note: some results filed as inactive read as strong as hits
# GPR55 beta-arrestin: selective activators of receptor GPR55 – imaging, U2OS cells, beta-arrestin-GFP redistribution, primary screen (AID 1961); U2OS GPR55 beta-arrestin-GFP redistribution imaging; higher % means a stronger effect; one-dose activation, % at 10 µM; EC50 in µM for titrated hits; 0.048% of 290,000 active;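 active = activation above 40% with more than 50 cells counted in the well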;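 note: U2OS osteosarcoma cells stably expressing GPR55 and beta-arrestin-GFP; plate controls were DMSO negative control for no effect and LPI positive control for full effect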
# NTR1 ag: agonists of NTR1, primary screen, imaging, U2OS cells, beta-arrestin-GFP, high content (AID 493036). P30989. NTR1-U2OS beta-arrestin-GFP spot imaging, agonist mode. activation, % at 20 µM. 0.17% of 330,000 active;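 active = activation at or above 40% of the spot to cytoplasm intensity ratio, with at least 20 cells analyzed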;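 note: 0% = DMSO without peptide and 100% = 100 nM NTR1 peptide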
# Target sequence (P30989 whole entry, looked up): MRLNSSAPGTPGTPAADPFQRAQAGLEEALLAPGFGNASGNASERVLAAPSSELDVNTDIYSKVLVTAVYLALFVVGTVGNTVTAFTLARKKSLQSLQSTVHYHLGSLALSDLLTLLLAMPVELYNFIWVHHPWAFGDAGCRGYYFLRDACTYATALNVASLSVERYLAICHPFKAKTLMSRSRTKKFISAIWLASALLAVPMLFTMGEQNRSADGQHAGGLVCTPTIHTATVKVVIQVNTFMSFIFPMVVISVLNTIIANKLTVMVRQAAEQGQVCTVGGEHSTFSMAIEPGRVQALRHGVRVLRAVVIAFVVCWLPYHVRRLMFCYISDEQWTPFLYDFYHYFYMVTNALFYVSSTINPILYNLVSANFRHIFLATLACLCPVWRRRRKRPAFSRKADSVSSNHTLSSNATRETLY
# GPR55 LPI antagonism: GPR55 antagonists blocking LPI-driven arrestin recruitment, primary screen, imaging, U2OS, beta-arrestin-GFP, LPI agonist (AID 2013); 0.13% of 290,000 active; U2OS GPR55 beta-arrestin-GFP translocation imaging, LPI antagonism; higher % means a stronger effect; inhibition, % at 10 µM, or IC50 in µM where a hit was titrated;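 active = spots per cell inhibited over 60%, with over 100 cells counted and total cytoplasm intensity under 500,000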;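 note: U2OS cells stably carrying GPR55 and arrestin-GFP stimulated by 5 µM LPI near EC80; imaged beta-arrestin-GFP aggregate spots per cell after agonist stimulation; plate controls were LPI-stimulated DMSO wells for no effect and DMSO wells without LPI for full effect; some results filed as inactive read as strong as hits; confirmed hits need IC50 under 10 µM and bright autofluorescent wells are also inconclusive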
# NTR1 ag cell count 20 µM: recorded beside NTR1 ag, whose call it bears; cell count; measured here: cell count, cytotoxicity flag
# NS5 inhibitors pilot replicate: further read-out of NS5 inhibitors, marked with its call; inhibition, %; measured here: pilot screen replicate inhibition
# * hit, by the source's call; [ ] = another dose, or the depositor's remark. Hits appear at their usual frequency; 1.2% or so of the library scored in one or more.
SMILES,HIV fusion peptide,GPR35 antagonists,SIAH1 antagonists,NS5 inhibitors,UTI89 phage lysis,AID2073,GPR55 beta-arrestin,NTR1 ag,NTR1 ag cell count 20 µM,GPR55 LPI antagonism,others
COc1ccc(/C=N/N=C2/NC(=O)C(c3ccccc3)(c3ccccc3)S2)cc1,-1.3%,1.9%,-2.0%,3.5%,-0.1%,3.7%,-0.2%,-0.6,53,6.3%,
CCOc1ccc2nc(NCCNC(=O)c3cc(OC)c(OC)c(OC)c3)c(C#N)cc2c1,0.3%,-1.5%,3.9%,3.3%,0.3%,19.9%,-0.1%,-0.7,90,0.9%,
Cc1csc(Nc2ccccc2)[n+]1C,-0.3%,-3.8%,0.5%,-4.2%,-0.1%,30.2%,-0.5%,2.4,52,1.0%,
COc1ccc2c(c1)cc(C(=O)N[C@@H](CCSC)C(=O)N1CCC(C(=O)O)CC1)n2C,-0.3%,-5.1%,0.8%,-5.3%,0.4%,22.6%,0.0%,0.2,98,0.1%,
Cc1ccc(S(=O)(=O)Nc2cccc(C(=O)N3CCOCC3)c2)c(C)c1NS(C)(=O)=O,1.2%,17.3%,-4.7%,0.9%,0.4%,10.0%,0.4%,-1.8,72,-4.3%,
CC(=O)N1CCN=C1SCc1ccccc1,-1.1%,5.7%,-3.8%,-2.4%,-0.8%,-4.5%,0.4%,0.6,55,-8.6%,
O=C(Nc1ccc(Nc2ccccc2)cc1)c1ccco1,-2.4%,-7.5%,-2.1%,5.9%,-4.8%,-7.9%,0.1%,-0.7,52,7.7%,
CCCCN(C(=O)c1ccc(OC(F)(F)F)cc1)c1c(N)n(CCC)c(=O)[nH]c1=O,0.7%,4.4%,-1.7%,-16.4%,-0.5%,0.8%,-0.1%,3.0,43,4.9%,
CCOc1ncccc1C(=O)Nc1ccccc1C(=O)NCc1ccc2c(c1)OCO2,-0.9%,-10.5%,1.5%,0.0%,0.3%,-1.9%,-0.3%,0.3,85,-4.9%,
Cc1cccc(CSc2[nH]c(=O)ncc2C)c1,-1.3%,-7.0%,-6.3%,-11.3%,0.6%,7.4%,0.4%,-1.0,45,-1.6%,
NS(=O)(=O)OCCCc1ccccc1,1.1%,5.4%,11.2%,2.4%,-0.4%,1.4%,-0.3%,0.8,56,-9.2%,
COc1ncccc1-c1nnn(-c2ccccc2)n1,-0.7%,9.7%,4.4%,5.2%,3.4%,-4.3%,0.3%,-2.9,101,1.4%,
CCN(C(=O)COC(=O)CCS(=O)(=O)c1ccc(C)cc1)C1CCS(=O)(=O)C1 (stereo unspecified),0.4%,4.1%,2.4%,-2.6%,0.0%,-1.2%,0.3%,0.8,58,12.0%,
CN(C(=O)c1ccncc1)C1CCS(=O)(=O)C1 (stereo unspecified),0.2%,-10.3%,0.0%,0.7%,0.8%[50 µM],2.4%,-0.3%,3.5,47,-2.8%,
CCC(O)CNC(=O)CCc1nnc(C2(c3ccc(Cl)cc3)CCC2)o1 (stereo unspecified),1.0%,16.0%,15.5%,-0.8%,0.5%,16.0%,0.2%,-1.2,63,2.3%,
COc1ccc(/C=C/C(=O)NCCCc2ccccc2)cc1,-2.0%,-8.6%,5.9%,-4.4%,3.0%,2.4%,0.2%,0.0,54,5.9%,
COc1c(C)cccc1C(=O)NC(=S)Nc1ccccc1N1CCCC1,-1.6%,18.6%,3.9%,-2.7%,0.0%,-4.6%,-0.1%,2.2,55,18.0%,
COc1ccccc1N(CC(=O)NC1CCCC1)C(=O)CNC(=O)c1cccs1,1.3%,2.2%,-4.6%,6.2%,-0.2%,2.3%,0.6%,0.3,47,-0.7%,
Cc1ccsc1/C=C1\SC(=S)N(CC2CCCO2)C1=O (stereo unspecified),0.1%,6.6%,1.9%,-2.9%,0.2%,-2.2%,0.2%,4.4,58,19.1%,
CCOC(=O)c1cc(OC(=O)c2ccccc2)n(-c2ccccc2)n1,0.3%,-11.7%,-2.2%,-1.6%,-1.7%,-7.1%,-0.1%,-0.5,55,-4.5%,
COc1ccccc1NC(=S)N(Cc1ccco1)Cc1cc2cc(C)ccc2[nH]c1=O,9.1%,10.7%,5.5%,-0.6%,-0.7%[50 µM],-1.3%,-0.3%,5.9,65,-2.7%,
COc1ccc(-c2[nH]ncc2CN2CCCOc3c(cccc3OC)C2)c(OC)c1,-1.9%,-3.4%,8.0%,-0.7%,-0.8%,5.9%,-0.2%,0.1,44,-12.0%,
COc1ccc(C(=O)NNC(=O)C(=O)/C=C(\O)c2ccc(C)cc2)cc1,10.4%,-9.9%,-1.7%,-20.2%,1.4%,-5.2%,0.0%,4.3,77,8.3%,
COc1ccc(CCN2C(=O)c3cccc4c(C(=O)N5CCCCC5)ccc(c34)C2=O)cc1OC,0.4%,-5.5%,4.5%,-0.7%,8.4%,4.9%,0.3%,38.5,36,-3.1%,
CC(=O)OCCc1[nH]c2ccccc2c1C,1.2%,18.9%,0.5%,0.8%,-1.0%,-1.2%,0.0%,-2.6,91,6.0%,
Cc1cc(C(=O)COC(=O)c2ccc(O)cc2)c(C)n1CC1COc2ccccc2O1 (stereo unspecified),13.0%,-7.8%,5.3%,-6.7%,2.3%,18.9%,0.1%,4.1,52,24.5%,
Cc1ccc(OCC(=O)NCCNC(=O)c2cnccn2)cc1C,1.2%,-5.5%,-1.8%,-4.5%,0.8%,7.2%,-0.1%,17.3,63,-11.9%,
CCCc1nnc(NC(=O)CN2C(=O)c3ccccc3S2(=O)=O)s1,1.5%,7.0%,-1.3%,-10.5%,0.9%,-21.5%,-0.1%,5.3,71,2.5%,
Cc1cc(C)cc(NC(=S)N2CCN(Cc3ccccc3)CC2)c1,0.7%,-15.1%,0.8%,-3.6%,0.0%,-23.9%,0.4%,-1.0,96,6.4%,
Cn1cc(CC(=O)NCCCN2CCCC2=O)c2ccccc21,0.5%,15.0%,3.3%,-1.4%,0.0%,-4.6%,-0.2%,0.5,86,7.4%,
Cc1ccc(NC(=O)Nc2ncnc3nc[nH]c23)cc1,-1.6%,8.5%,8.8%,3.2%,0.1%,3.4%,-0.2%,1.2,52,9.3%,
CSc1ccc(S(=O)(=O)NCCOc2ccccc2C)cc1,-0.3%,13.5%,-4.7%,-3.5%,1.9%[50 µM],-2.0%,-0.2%,3.5,54,18.5%,
CC(=O)C1=C(C)N(Cc2ccccc2)C(=O)N[C@H]1CCc1ccccc1,1.1%,-7.6%,-2.3%,11.6%,0.0%,-2.5%,-0.2%,-0.8,99,-4.1%,
Cn1cc(CNCc2ccccc2OCC(O)CN2CCc3ccccc3C2)cn1 (stereo unspecified),0.2%,-5.1%,-1.9%,-3.8%,0.4%,-0.3%,-0.2%,-0.2,61,0.6%,
CC1CC(C)(C)N(C(=O)CN2C(=O)c3ccccc3C2=O)c2ccccc21 (stereo unspecified),1.4%,-8.6%,1.4%,-6.8%,2.1%,0.3%,-0.3%,1.9,62,6.6%,
Cc1ccc(NC(=O)C2CCCN(S(=O)(=O)c3c(C)noc3C)C2)c(C)c1 (stereo unspecified),0.5%,-9.1%,7.4%,-4.8%,-0.2%,2.5%,0.0%,1.8,46,1.3%,
Nc1cc(S(=O)(=O)Nc2ccc(Br)cc2)ccc1Cl,-0.5%,-4.9%,0.1%,-9.1%,-0.1%,2.1%,0.4%,4.0,68,20.6%,
COc1ccc(C(=O)N2CCSC2=S)cc1OC,1.0%,4.3%,-2.9%,-7.2%,0.6%,0.0%,0.7%,-0.7,46,-10.4%,
CCC(C)c1ccccc1NC(=O)c1cc(C)no1 (stereo unspecified),-0.7%,7.4%,11.1%,-4.2%,0.1%,5.4%,0.2%,1.4,52,2.7%,
COC(=O)c1ccc(OCC(=O)N2CCCc3ccccc32)cc1,2.6%,-3.0%,-3.1%,-3.3%,0.2%,-0.2%,0.3%,-0.5,50,0.8%,
CCOC(=O)c1ccc(NC(=S)NNC(=O)C2(C)CC2(Cl)Cl)cc1 (stereo unspecified),7.6%,-3.5%,-1.0%,10.7%,0.6%,-14.5%,0.4%,0.3,34,6.1%,
COc1cccc(CNc2ccc3c(c2)ncn3C)c1OC,-1.1%,6.8%,0.6%,-6.5%,0.1%,-16.4%,-0.1%,0.0,78,9.0%,NS5 inhibitors pilot replicate=-0.6
Cc1cc(C)nc(NS(=O)(=O)c2ccc(NC(=O)CCN3C(=O)c4ccccc4C3=O)cc2)n1,0.8%,5.9%,-3.5%,-4.8%,0.0%,1.7%,-0.1%,-0.3,95,4.0%,NS5 inhibitors pilot replicate=-4.4
COc1nn(CC(=O)N2N=C(C)CC2(O)C(F)F)cc1[N+](=O)[O-] (stereo unspecified),2.1%,55.9%,2.3%,7.8%,0.4%,5.1%,-0.4%,-2.1,72,-3.8%,
COc1ccc(C2CC(c3cccs3)=NN2C(=O)CSc2nc3ccccc3o2)cc1 (stereo unspecified),-1.5%,6.1%,-0.3%,-3.7%,2.5%,7.3%,0.1%,4.7,44,-3.3%,
N=c1n(Cc2ccccc2)c2ccccc2n1Cc1ccccc1,-0.4%,-7.2%,-6.0%,-1.8%,6.0%,-2.3%,0.0%,-0.4,60,53.7%,
O=C(Nc1ccccc1)c1ccc(CSc2ncccn2)cc1,-3.6%,0.8%,-6.5%,-5.9%,-0.1%,-11.7%,1.0%,-1.5,39,-6.4%,
Cc1nc(-c2ccccn2)sc1C(=O)Nc1ccc(F)cc1F,-2.1%,12.0%,0.1%,6.4%,0.2%,13.7%,0.2%,1.9,41,7.2%,
COC(=O)c1cn(C(=O)c2ccc(C)cc2C)c2ccccc12,0.6%,-1.7%,1.4%,2.5%,-2.5%,13.3%,-0.3%,3.6,58,11.0%,
CNS(=O)(=O)c1cccc(C(=O)NCC(c2cccs2)N(C)C)c1 (stereo unspecified),-2.1%,-6.0%,3.7%,-2.1%,0.3%,0.7%,-0.1%,-0.2,53,21.7%,NS5 inhibitors pilot replicate=-2.7

# Three structures from above, arranged by heavy-atom count, rising:
SMILES,HIV fusion peptide,GPR35 antagonists,SIAH1 antagonists,NS5 inhibitors,UTI89 phage lysis,AID2073,GPR55 beta-arrestin,NTR1 ag,NTR1 ag cell count 20 µM,GPR55 LPI antagonism,others
NS(=O)(=O)OCCCc1ccccc1,1.1%,5.4%,11.2%,2.4%,-0.4%,1.4%,-0.3%,0.8,56,-9.2%,
COc1ccc(/C=C/C(=O)NCCCc2ccccc2)cc1,-2.0%,-8.6%,5.9%,-4.4%,3.0%,2.4%,0.2%,0.0,54,5.9%,
COc1ccc(/C=N/N=C2/NC(=O)C(c3ccccc3)(c3ccccc3)S2)cc1,-1.3%,1.9%,-2.0%,3.5%,-0.1%,3.7%,-0.2%,-0.6,53,6.3%,

# Screening results from PubChem BioAssay.
